# MC4R antag cAMP: human MC4R antagonism in cAMP assay. MC4R-expressing cells, MTII-stimulated cAMP, LANCE TR-FRET. inhibition, % at 6.5 µM. 360,000 tested, 0.48% active. AID 540295;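 active means inhibition above its plate's cutoff, the mean of tested wells on that plate plus 3 SD, cut at about 29% in these data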;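 further: 0% = Melanotan II alone and 100% = Melanotan II plus saturating MCL0020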
#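 Assay system: U2OS cells stably expressing human melanocortin 4 receptor (MC4R) / Dosing: 6.5 µM / Timing: compound 30 min, challenge 1 h, detection 1 h / Measured by: Eu-cAMP/anti-cAMP TR-FRET, emission 671 nm / Replicates: singlicate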
# ABHD5-PLIN5 inh: inhibitors of human ABHD5-perilipin-5 interaction | Q00G26+Q8WTS1 | Split G. princeps luciferase complementation, luminescence, 4 h | inhibition, % at 4 µM | 360,000 tested, 0.78% active | AID 602281;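 active means inhibition above the mean inhibition across every tested compound plus 3 SD, cut at about 22% in these data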;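 further: 0% = DMSO only wells and the 100% control is not disclosed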
# Target sequence (Q00G26 whole entry, looked up): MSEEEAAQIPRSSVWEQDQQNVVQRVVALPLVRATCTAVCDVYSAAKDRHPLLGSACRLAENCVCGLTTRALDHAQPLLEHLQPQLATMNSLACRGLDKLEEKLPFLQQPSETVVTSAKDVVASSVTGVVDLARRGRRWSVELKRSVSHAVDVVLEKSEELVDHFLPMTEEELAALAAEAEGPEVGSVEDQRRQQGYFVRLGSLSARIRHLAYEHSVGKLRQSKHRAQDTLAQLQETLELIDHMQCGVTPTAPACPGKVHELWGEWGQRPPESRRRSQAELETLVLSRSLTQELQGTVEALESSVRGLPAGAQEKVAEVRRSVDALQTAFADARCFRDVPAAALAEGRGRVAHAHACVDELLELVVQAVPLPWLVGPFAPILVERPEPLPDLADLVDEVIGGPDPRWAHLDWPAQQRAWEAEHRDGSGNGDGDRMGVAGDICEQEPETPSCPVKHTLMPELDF
# Target sequence (Q8WTS1 whole entry, looked up): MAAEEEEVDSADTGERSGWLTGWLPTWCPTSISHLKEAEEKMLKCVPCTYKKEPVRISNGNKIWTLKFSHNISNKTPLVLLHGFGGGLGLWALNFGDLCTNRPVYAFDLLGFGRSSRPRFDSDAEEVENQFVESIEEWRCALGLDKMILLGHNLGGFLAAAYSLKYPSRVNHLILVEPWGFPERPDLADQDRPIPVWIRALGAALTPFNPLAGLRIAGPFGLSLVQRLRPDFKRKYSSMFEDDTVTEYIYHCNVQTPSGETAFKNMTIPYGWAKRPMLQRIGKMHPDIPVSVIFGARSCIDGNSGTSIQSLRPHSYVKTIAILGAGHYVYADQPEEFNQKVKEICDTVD
# NCOA2 inhibitor: human SRC2 (NCOA2) inhibition. inhibition, % at 9 µM. HEK293 GAL4-SRC2 luciferase reporter, luminescence. 370,000 tested, 0.17% active. Q15596;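 active means inhibition above the mean inhibition of all tested compounds plus 3 SD, set per campaign, cut at about 52% in these data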;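 further: 0% = DMSO treated cells and 100% = cells given Gossypol at 36 µM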
# Cardio protect: modulators protecting cardiomyocytes from myocardial damage; H9c2 cardiomyocytes, H2O2 injury protection, ATPLite, 2 h; protection from H2O2 cell death, % at 20 µM; 360,000 tested, 0.63% active;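 active means compounds giving at least 50% protection of heart cells from peroxide-induced death in the single-dose screen, raw or plate-pattern-corrected value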;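 further: 0% = DMSO wells with peroxide and 100% = DMSO wells without peroxide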
# m5-HT2A agonist: agonists of mouse serotonin 5-HT2A receptor (HTR2A). 360,000 tested, 0.66% active. P35363. CHO-K1 mHTR2A beta-arrestin complementation, luminescence; percent of 30 µM serotonin response. activation, % at 7.6 µM;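 active means activation above a run cutoff, the mean activation of all tested compounds plus 3 SD, cut at about 14% in these data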;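 further: 0% = plate median of compound wells and 100% = 30 µM serotonin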
# TLR9-MyD88 block: blocks human TLR9 binding to MyD88; Q9NR96+Q99836; CHO BLA complementation TLR9-MyD88, CCF4 FRET ratio; 340,000 tested, 0.21% active; inhibition, % at 4.98 µM;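 active means inhibition above the mean over all tested compounds plus 3 SD, cut at about 21% in these data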;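 further: 0% = DMSO only wells and 100% = clavulanate BLA inhibitor control wells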
# N-glyco inh: N-linked glycosylation inhibition. D54 ERlucT glycosylation luciferase reporter, 24 h; percent of 100 nM tunicamycin response. reporter increase, % at 12.5 µM. 360,000 tested, 0.23% active;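 active means mean luciferase reporter signal, scaled so untreated is 0 and the glycosylation-blocking control 100, at or above a set limit in every replicate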;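 further: luciferase carries N-glycosylation sites so blocking glycosylation raises the light; 0% = median of neutral control wells and 100% = median of 100 nM tunicamycin wells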
# MC4R ag barr: activates human MC4R beta-arrestin recruitment. P32245. U2OS MC4R beta-arrestin complementation, luminescence; percent of melanotan II response, DMSO zero. activation, % at 8.9 µM. 360,000 tested, 0.98% active. AID 540308;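 active means activation above a per-plate cutoff, the mean activation of sample wells on that plate plus 3 SD, cut at about 8% in these data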
# ABCB6 inh MLPCN: inhibitors of human ABC transporter ABCB6; Q9NP58; K562-ABCB6 porphyrin accumulation, flow cytometry, 1 h; active compounds read low; fluorescence ratio to DMSO, % at 10 µM; 360,000 tested, 0.19% active; AID 602162;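 active means fluorescence ratio to DMSO below 75%, the collection mean minus 3 SD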;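 further: signal is porphyrin accumulated inside mitochondria; 100% equals median channel fluorescence of DMSO control wells; lower ratio means ABCB6 inhibition with less porphyrin fluorescence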
# NOD2 RIPK2 PPI: NOD2-RIPK2 protein interaction inhibition; O43353; CHO BLA complementation NOD2-RIPK2, CCF4 ratio; inhibition, % at 4.98 µM; 360,000 tested, 0.38% active; AID 624267; in the data active means inhibition above about 21%;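 further: 0% = vehicle only and 100% = reference blocker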
# * = called active by the depositor; / = not tested or not shown. These rows are one share of the data, so the mix of outcomes need not match the whole.
SMILES,MC4R antag cAMP,ABHD5-PLIN5 inh,NCOA2 inhibitor,Cardio protect,m5-HT2A agonist,TLR9-MyD88 block,N-glyco inh,MC4R ag barr,ABCB6 inh MLPCN,NOD2 RIPK2 PPI
O=C(NCCc1ccccc1F)C(=O)Nc1nccs1,7.3,-1.2,-0.1,-4.5,1.3,5.5,1.8,-1.3,91.0,-7.4
O=c1[nH][nH]c(-c2ccccc2)c1-c1ccccc1,3.9,-0.6,-2.4,1.1,-3.8,-5.1,0.7,-1.9,99.0,-8.9
ClC(/C=N/n1cnnc1)=C/c1ccccc1,6.3,10.1,-9.2,8.3,9.0,-5.2,20.1,0.9,97.0,-1.8
CN1CCN(C(=O)c2cnn(-c3ccccc3)c2NC(=O)c2ccccc2Cl)CC1,3.9,0.7,-8.8,-0.3,-6.0,-7.8,2.1,-3.0,101.0,-10.1
CS(=O)(=O)O/N=C1\CCCCC1c1ccc([N+](=O)[O-])cc1[N+](=O)[O-] (stereo not given),-5.4,9.5,2.1,-3.8,2.2,0.3,-1.0,-0.6,103.0,-0.8
Cc1noc(C)c1CSc1nnc(-c2ccncc2)n1-c1cccc(Cl)c1C,11.6,3.3,-16.6,5.1,0.0,-7.5,4.1,-0.3,101.0,-6.4
CSc1ncc(C(=O)Nc2cccc(C)c2C)c(C)n1,-2.4,6.6,7.1,0.4,1.0,-2.9,1.2,-1.2,97.0,-6.5
O=C(COC(=O)c1cc(S(=O)(=O)N2CCOCC2)ccc1Cl)NCc1ccccc1,15.8,-5.9,-10.3,-0.1,-2.4,-3.0,-1.3,-0.3,100.0,1.3
CC1(C)Cc2c(c(-c3ccccc3)nc3[nH][nH]c(=O)c23)CO1,3.1,-7.9,10.3,7.6,2.6,1.2,3.5,-0.7,103.0,-9.7
CC(/C=N/NC(=O)c1cc(-c2cccn2C)n[nH]1)=C\c1ccccc1,-5.8,-4.2,4.3,6.9,-6.3,/,0.6,2.5,104.0,-5.0
COc1ccc(CNC(=O)C2CCCN(S(=O)(=O)N3CCC(C)CC3)C2)c(OC)c1 (stereo not given),-8.7,-0.5,0.4,1.7,1.6,-7.2,2.0,-0.7,100.0,-7.7
Cc1cc(C)nc(N2C(=O)CC(C(C)c3ccccc3)C2=O)n1 (stereo not given),8.0,3.0,-14.2,5.7,8.8,4.5,0.7,-1.8,96.0,0.6
Cc1cc(C)c(NC(=O)CNC(=O)COC(=O)Cc2cccs2)c(C)c1,3.3,6.1,5.2,-3.8,-4.8,-6.1,2.4,-2.4,93.0,3.7
Cc1cc(C)cc(NC(=S)N(CCN2CCCCC2)Cc2ccco2)c1,10.9,-2.0,6.6,-4.6,-1.9,3.1,0.6,-1.7,93.0,-6.6
COCCCn1c(SCC(=O)Nc2oc(C)c3c(C)n[nH]c(=O)c23)nc2sc3c(c2c1=O)CCC3,3.6,-5.8,-9.6,7.7,3.6,2.8,4.9,-1.4,95.0,-7.9
CC1(c2ccccc2)NC(=O)N(CC(=O)Nc2cccc(C#N)c2)C1=O (stereo not given),-0.9,-0.7,-18.8,13.8,1.8,-1.1,3.6,-1.1,99.0,1.3
CC(C)C[C@@H](CN1CCCC1CN1C(=S)NC[C@@H]1Cc1ccccc1)N1C[C@H](Cc2ccccc2)N(CCc2ccccc2)C1=S (stereo not given in full),/,1.4,9.7,/,-6.5,/,/,/,92.0,-10.1
Nc1ccc(Cl)c(S(=O)(=O)Nc2cccc(Cl)c2)c1,8.8,-2.9,1.9,-19.4,-3.9,0.7,0.9,-3.5,96.0,8.6
C=CCN1C(=O)c2ccc(C(=O)OCC(=O)N(C)C3CCCCC3)cc2C1=O,-1.4,5.6,7.1,-1.5,6.0,-9.9,0.6,-0.5,89.0,-1.7
COc1ccc(C2C(C(=O)O)CC(=O)N2c2ccc(OC)cc2)cc1 (stereo not given),4.2,0.4,-8.7,5.8,2.0,-0.7,-0.1,-1.4,91.0,-0.7
Cc1ccc(N2C(=O)CC(Sc3ncccn3)C2=O)cc1C (stereo not given),2.3,-0.2,-25.6,0.4,2.4,-3.9,1.9,0.1,101.0,2.4
Fc1ccc2c(c1)c1n[nH]c(=S)nc1n2CCc1ccccc1,15.2,-19.2,15.3,4.5,-2.9,-0.2,0.8,-0.4,102.0,0.7
C/C(=N\NC(=O)c1ccc(Cl)cc1)c1cccs1,-2.0,0.3,-81.2,-21.7,-4.5,-5.3,-12.3,1.6,103.0,6.2
Cc1cc(Oc2ccc(OCC(N)=O)nn2)nc(Cl)n1,-7.1,0.2,-27.3,3.6,1.4,-5.4,2.7,-2.1,98.0,-0.5
c1ccc(-c2cn(C[C@H]3CC[C@H](Cn4cc(-c5ccccn5)nn4)O3)nn2)nc1,4.6,4.4,2.2,3.1,-2.8,-9.6,3.0,0.2,99.0,1.8
Cc1ccc2nc(C)c(C(=O)NN=C3CCCCCC3)n2c1,-16.3,1.0,8.3,2.8,-2.9,9.9,0.5,-1.0,99.0,-2.3
Cc1[nH]nc(-c2ccc(O)c(C)c2O)c1-c1cnn(-c2ccccc2)c1,2.0,7.5,7.9,28.5,3.9,-5.8,0.5,0.0,96.0,-4.9
O=C(COC(=O)/C=C/c1ccc(OC(F)F)cc1)NC1CCCCC1,0.8,-2.8,4.1,1.9,-5.7,-6.6,-0.3,0.3,102.0,-7.6
CC(=O)c1cc2cc(O)ccc2o1,6.9,8.7,-4.1,44.2,1.1,4.0,-0.3,-2.4,94.0,-0.8
COc1ccc(C2SCCN2S(=O)(=O)c2ccccc2)cc1 (stereo not given),9.0,0.6,21.8,-6.9,-6.7,1.3,-0.6,-1.1,172.0,-4.9
C[C@@H](NC(=O)[C@@H]1Cc2ccccc2CN1)C(=O)NC1CCCC1,6.0,9.7,10.4,7.3,-0.5,14.6,-0.5,0.3,99.0,-2.8
COC(=O)c1sc2nc(C)c([N+](=O)[O-])c(C)c2c1N,-6.5,15.3,-31.9,-9.4,1.7,-6.8,1.3,-1.2,101.0,0.4
CCn1nccc1NC(=O)c1csc([C@H]2C[C@H](O)[C@@H](CO)O2)n1,1.0,0.4,-11.2,11.7,0.0,/,0.2,-1.0,99.0,-3.3
CN(C(=O)CSc1ccncc1)C1CCCN(Cc2ccccc2F)C1 (stereo not given),9.1,0.2,15.1,1.2,-3.3,-11.8,-1.3,-0.5,101.0,7.5
CC(Cl)C(=O)NN=C(c1ccccc1)c1ccccc1 (stereo not given),2.0,4.6,-20.3,-5.0,6.3,4.2,-1.6,-2.2,96.0,-0.5
O=C(Nc1nc2c(F)cc(F)cc2s1)C1CCN(C(=O)c2ccc(F)cc2)CC1,5.6,-4.7,-35.5,-3.7,-4.4,4.3,-0.2,-4.9,100.0,4.3
O=C(Nc1ccccc1)c1ccc(S(=O)(=O)Nc2cccc(O)c2)cc1,-6.9,-9.1,9.9,-3.7,-1.1,-10.7,-0.7,-4.1,91.0,-2.3
COc1ccc(NC(=O)C23CC4CC(C2)CC(n2cnc(Br)n2)(C4)C3)cc1Cl,4.8,-3.5,12.6,0.4,3.6,8.2,0.3,-0.9,106.0,5.0
CC1(C(=O)NS(=O)(=O)c2ccc(F)cc2F)CCN1C(=O)CCc1ccc(Cl)cc1Cl (stereo not given),1.3,0.1,0.0,0.5,4.7,/,0.7,-0.9,101.0,-10.3
CCOc1ccc(NS(=O)(=O)c2cc(Cl)ccc2OC)cc1,-5.9,1.2,6.1,-9.6,-2.6,3.9,-2.4,-0.4,102.0,2.7
Cc1cccc(-n2ncc3c(NCc4ccccc4)ncnc32)c1,-12.8,-1.7,-45.4,-1.9,-10.3,-2.5,17.6,2.4,99.0,7.2
O=C(C1=C[C@@H](C2CCCCC2)C[C@@H](OCCCCO)O1)N1CCN(Cc2ccc3c(c2)OCO3)CC1,-5.8,4.4,7.4,15.4,11.6,-4.6,-2.2,1.8,97.0,11.4
COc1ccc(N2C(=O)CCC(C(C)=O)=C2C)cc1,-7.0,-2.3,5.4,4.6,-0.4,-3.8,-0.4,0.7,91.0,-6.0
Cc1cccc(C2=N/C(=C/c3cccs3)C(=O)O2)c1,-4.8,5.7,15.8,6.2,0.6,3.9,2.2,-2.1,89.0,-5.6
COC(=O)c1ccccc1N(C)S(=O)(=O)c1cc2c3c(c1)CCC(=O)N3CCC2,-0.6,-3.5,11.4,37.9,-5.3,1.5,-0.7,-5.8,100.0,0.3
CCOc1ccc(-n2c(CCc3ccccc3)n[nH]c2=S)cc1,4.2,-4.8,-1.4,-1.5,2.9,-3.1,-1.1,-3.0,95.0,0.1
O=C(COc1c(F)c(F)cc(F)c1F)NC(=O)NC1CCCC1,-1.1,0.4,-17.1,2.4,-2.6,10.4,-0.3,0.9,90.0,-2.5
Cc1cc(NC(=O)CCC(=O)N(Cc2cccs2)C(C(=O)NC2CCCC2)c2ccncc2)no1 (stereo not given),9.5,6.5,2.3,5.2,1.1,-4.0,-0.8,-1.4,95.0,8.2
Cc1c(C(=O)N2CCCC2(C)C(=O)NCC(C)C)oc2ccccc12 (stereo not given),-1.7,-2.2,-12.1,8.4,5.2,/,1.0,0.0,96.0,1.4
COc1cc2nc(-c3cccs3)oc(=O)c2cc1OC,3.7,2.8,13.3,12.4,9.0,-6.3,1.2,-0.1,90.0,1.7
O=C(O)c1nn(-c2ccccc2)c(-c2ccccc2)c1C(=O)c1ccccc1,25.3,3.8,4.8,11.1,8.1,-8.2,3.3,3.2,104.0,1.4
CCOc1ccc(NC(=O)C2CCCN(S(=O)(=O)c3ccc4c(c3)CCCN4C(C)=O)C2)cc1 (stereo not given),0.8,4.9,3.6,-2.2,3.7,2.4,1.9,-1.6,98.0,5.1
COC(=O)CN1C(=O)N/C(=C/c2ccc(OC)cc2)C1=O,1.4,-4.5,6.8,13.0,3.2,-3.3,1.6,1.9,95.0,-6.8
CC1=C(C(=O)Nc2ccc(C)cc2C)C(c2ccc(C)o2)NC(=O)N1 (stereo not given),-0.5,7.9,1.0,3.5,-1.2,0.5,1.5,0.0,94.0,-3.3
O=C(N/N=C/c1cccs1)c1ccc2c(c1)OCO2,11.8,-3.5,-48.0,-14.0,-5.2,-6.4,-8.8,-0.2,98.0,-14.4
CC(C)c1nnc(NC(=O)CCC(=O)N2CCN(Cc3ccc(F)cc3)CC2)s1,4.8,6.8,9.6,2.4,4.5,-22.0,-1.5,-1.4,96.0,-8.8

# Source: PubChem (several laboratories)
